Screening data (PubChem BioAssay)
Mdm2 MdmX PPI = inhibitors of human Mdm2/MdmX interaction; SaOS-2 split-luciferase Mdm2/MdmX complementation, luminescence; inhibition, % at 8 µM; hit rate 3% among 330,000;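 active = inhibition of at least 50% at 8 µM in the primary screen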
tim23-1 inh = growth inhibitors of tim23-1 mutant yeast | hit rate 1.3% among 330,000 | S. cerevisiae tim23-1 growth, BacTiter-Glo luminescence, 24 h | inhibition, % at 20 µM;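 active = growth inhibition of the mutant yeast at or above 50%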;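 also: temperature-sensitive mutant grown at 25 °C; plate controls were DMSO-treated mutant yeast for no effect and medium wells lacking yeast for full effect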
UPR CHOP act = activators of apoptotic arm of unfolded protein response (CHOP); hit rate 0.34% among 330,000; CHO-CHOP luciferase reporter, UPR activation, luminescence; percent of tunicamycin response over DMSO baseline; activation, % at 10 µM;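 active = at 10 µM dose, activation of 40% or more, normalized to positive control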;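 also: 100% = tunicamycin at 10 µg/mL and 0% = DMSO alone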
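Test system: CHO-CHOP cells, stable luciferase reporter of PERK-eIF2a-CHOP signalling | Quantity: 500 CHO-CHOP cells per well | Buffer or medium: F12 plus 10% serum | Compound dosing: 10 µM single point, 0.5% DMSO | Schedule: 6 h compound treatment, 37 °C | Signal: Luciferase luminescence | Control set: Tunicamycin high control, DMSO low control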
UPR XBP1 act = adaptive UPR (XBP1) activation. CHO-XBP1 luciferase reporter, IRE1-XBP1 UPR activation, luminescence; percent of tunicamycin response, DMSO as zero. activation, % at 20 µM. hit rate 0.33% among 330,000. AID 463104;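 active = versus positive control, 20 µM dose yields 30% or more activation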;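 also: 100% = tunicamycin at 10 µg/mL and 0% = DMSO only wells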
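Test system: CHO-XBP1 luciferase reporter cells | Buffer or medium: Serum-containing F12 medium, 10% FBS | Schedule: 6 h compound exposure at 37 °C, 5% CO2 | Detection: Steady-Glo luciferase glow luminescence, 10 min after reagent addition | Read-out basis: Activation, % of tunicamycin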
APJ antagonist = antagonists of human APJ apelin receptor. hit rate 0.32% among 330,000. CHO-K1 APJ beta-arrestin complementation, luminescence. inhibition, % at 20 µM;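 active = inhibition above about 40% at 20 µM, limit read from the data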;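 also: cells challenged with 10 nM apelin-13 agonist together with compound; plate controls were apelin-13 plus DMSO wells for no effect and DMSO wells lacking apelin-13 for full effect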
Target sequence (P35414 whole entry, looked up): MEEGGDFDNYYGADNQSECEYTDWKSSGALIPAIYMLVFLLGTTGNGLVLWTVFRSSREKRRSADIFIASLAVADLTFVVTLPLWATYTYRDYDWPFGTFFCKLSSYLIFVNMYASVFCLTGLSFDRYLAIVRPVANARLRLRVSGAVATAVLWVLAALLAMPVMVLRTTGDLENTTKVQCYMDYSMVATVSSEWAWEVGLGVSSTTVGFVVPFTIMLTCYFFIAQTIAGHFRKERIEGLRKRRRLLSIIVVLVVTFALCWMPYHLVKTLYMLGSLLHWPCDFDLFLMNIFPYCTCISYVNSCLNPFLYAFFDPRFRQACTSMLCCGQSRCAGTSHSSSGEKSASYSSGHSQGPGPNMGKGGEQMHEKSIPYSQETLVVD
TIM10 inh = growth inhibitors of TIM10 yeast strain; S. cerevisiae TIM10 strain growth, BacTiter-Glo luminescence, 24 h; inhibition, % at 10 µM; hit rate 1.4% among 330,000;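 active = inhibition of 40% or more at the single tested concentration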;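 also: wild-type TIM10 isogenic control strain grown at permissive 25 °C; 0% = DMSO yeast wells and 100% = minimal medium wells without yeast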
tim10-1 inh = tim10-1 yeast growth inhibition; hit rate 2.2% among 330,000; S. cerevisiae tim10-1 ts strain growth, BacTiter-Glo, 24 h; AID 463190; inhibition, % at 20 µM;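 active = inhibition of at least 40%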;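 also: mutant grown at 25 °C; 0% = DMSO wells with yeast and 100% = wells holding no yeast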
CXCR6 inh = CXCR6 (human) receptor inhibition; O00574; CHO-K1 PathHunter CXCR6 beta-arrestin, luminescence; inhibition, % at 20 µM; hit rate 0.36% among 360,000; in the data active = inhibition above about 34%, passing the limit was not always enough;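 also: antagonist mode with CXCL16 agonist at 10 nM final; 0% = 10 nM CXCL16 with DMSO and 100% = unstimulated wells without agonist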
Target sequence (O00574 whole entry, looked up): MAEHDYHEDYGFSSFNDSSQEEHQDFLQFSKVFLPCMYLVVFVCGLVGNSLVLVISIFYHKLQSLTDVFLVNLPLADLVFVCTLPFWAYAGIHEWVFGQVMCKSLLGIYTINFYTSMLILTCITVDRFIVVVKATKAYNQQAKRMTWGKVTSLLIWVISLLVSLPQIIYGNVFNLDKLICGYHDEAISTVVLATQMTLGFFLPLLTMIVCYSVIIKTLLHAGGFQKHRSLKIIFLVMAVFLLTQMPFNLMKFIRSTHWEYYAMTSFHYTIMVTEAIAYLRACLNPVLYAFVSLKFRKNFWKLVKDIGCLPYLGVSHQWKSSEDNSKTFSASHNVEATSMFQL
APJ ag = agonists of human APJ apelin receptor; hit rate 0.11% among 330,000; activation, % at 20 µM; CHO-K1 APJ PathHunter beta-arrestin, luminescence; 0% DMSO wells, 100% apelin; P35414;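 active = activation more than six SD over the plate average, tested at 20 µM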;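 also: 0% = DMSO alone and 100% = apelin-13 at 10 nM; some results filed as inactive read as strong as hits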
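Assay system: engineered CHO-K1 APJ arrestin reporter cells; Amount: 1000 CHO-K1 reporter cells seeded per well; Dosing: one dose, 20 µM compound, 1% DMSO; Times: compound stimulation 90 min at 25 °C, detection 60 min; Measured by: luminescent beta-gal fragment complementation, chemiluminescent substrate; Read-out: APJ–arrestin association signal; Controls: DMSO vs Apelin-13 10 nM.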
* hit, by the source's call; . = not tested or not shown. A portion of the library (hit frequency here may not be typical).

SMILES | Mdm2 MdmX PPI | tim23-1 inh | UPR CHOP act | UPR XBP1 act | APJ antagonist | TIM10 inh | tim10-1 inh | CXCR6 inh | APJ ag
COc1ccc(CCNC(=O)COC(=O)/C=C/c2ccc3c(c2)OCO3)cc1 | -4.6 | 10.1 | 2.1 | 2.6 | -1.8 | 1.1 | 9.4 | 5.5 | -3.0
O=C(O)CC1(CC(=O)Nc2cccc(C(=O)O)c2)CCCC1 | 6.1 | 20.4 | 3.6 | -3.8 | 4.2 | -11.1 | 14.3 | 6.0 | -2.4
CN(C)CCCn1c2c(c(SCC(=O)Nc3ccc4c(c3)OCCO4)nc1=O)CCC2 | 25.2 | -8.5 | -1.9 | -5.5 | 4.9 | -0.5 | 8.4 | 1.1 | 0.4
Cc1ccc(S(=O)(=O)Nc2cccc(C(=O)NCC(C)(C)N3CCOCC3)c2)cc1F | 11.4 | 13.5 | 0.9 | -2.9 | 3.4 | 0.3 | 3.7 | -6.4 | -7.4
CC[C@@]1(C(=O)OC)N[C@H](CN(C)S(=O)(=O)c2ccc(F)cc2)[C@@H]2C(=O)N(C)C(=O)[C@@H]21 | 18.6 | 0.5 | 0.2 | -1.2 | 3.7 | -5.9 | -5.8 | -3.5 | -3.0
COc1ccccc1C(=O)Nc1ccc(OCC(=O)N2CC(C)OC(C)C2)cc1 (stereo not given) | 7.7 | -10.9 | -1.3 | -1.7 | -3.1 | -0.3 | -12.4 | 0.3 | -2.4
COC(=O)c1nnn(-c2nonc2N)c1CSCCO | 9.9 | -6.4 | -0.4 | -4.6 | -17.0 | 4.1 | 16.5 | -21.0 | -3.2
CC(C)Cc1nnc(NC(=O)CC(=O)Nc2ccccc2C(=O)O)s1 | 45.9 | -9.8 | -1.4 | -3.6 | 22.5 | -12.8 | -9.8 | -13.5 | -2.5
Cc1ccccc1Nc1nc2ccccc2n1C(C)C | 7.4 | -4.2 | -1.8 | -3.7 | 4.6 | -1.5 | 20.9 | 4.4 | -2.4
Cn1c(-c2ccccc2)cnc1N | -52.4 | 14.9 | 1.1 | 1.2 | -10.8 | 0.5 | 4.5 | 9.2 | 6.4
CCn1cc(CNC(=O)C2CCC(=O)N(Cc3ccccc3F)C2)cn1 (stereo not given) | -6.4 | 2.5 | 1.1 | -7.2 | -35.1 | -8.4 | -9.2 | -0.3 | -2.4
CC(N=C1NS(=O)(=O)c2ccccc21)C(=O)NCCCc1ccccc1 (stereo not given) | 8.9 | 10.2 | -0.4 | -3.8 | 6.1 | -6.4 | 4.1 | 2.3 | -1.1
CC(C)(C)NC(=O)C(c1ccc(F)cc1)N(Cc1ccccc1Cl)C(=O)c1ccn[nH]1 (stereo not given) | 16.1 | 17.2 | -1.2 | -0.7 | 14.9 | 15.3 | 10.1 | 0.8 | -2.7
Cn1cccc1CC(=O)N/N=C/c1ccc(Cl)c([N+](=O)[O-])c1 | 25.7 | 12.8 | 3.2 | 2.9 | 4.6 | 5.3 | 6.6 | -0.6 | 0.0
COc1ccc(C2=NN(CCC(=O)NC3CCCCCC3)C(=O)CC2)cc1 | 13.9 | 8.8 | 1.5 | -1.8 | 22.5 | 4.7 | 8.1 | -0.3 | 0.5
C[C@H](CO)N1C[C@H](C)[C@@H](CN(C)C(=O)Nc2ccc(C(F)(F)F)cc2)Oc2ccc(NS(=O)(=O)c3cn(C)cn3)cc2C1=O | -0.9 | -7.5 | -0.8 | -1.4 | 3.8 | 1.5 | -0.5 | -4.7 | -2.4
COC(=O)c1[nH]c(C)c(/C(O)=C2\C(=O)C(=O)N(CCN3CCOCC3)C2c2ccc(C)o2)c1C (stereo not given) | 26.1 | 1.6 | -2.4 | -0.1 | -5.7 | -6.5 | -4.8 | 0.7 | 3.6
CCOC(=O)c1ccc(NC(=O)CSC(=S)N2CCOCC2)cc1 | 43.8 | -4.0 | -2.4 | 0.1 | -7.9 | 19.1 | 10.9 | -5.3 | 1.1
COc1ccc(C(=O)NCCS(=O)(=O)NCc2ccc(C)cc2)cc1 | 2.7 | 18.3 | 0.8 | -1.1 | 14.9 | 0.0 | 10.7 | 0.4 | -2.0
Cc1cccc(C(=O)Nc2ccccc2C(=O)NCc2ccco2)c1 | 14.5 | 38.4 | 0.3 | -1.5 | -32.1 | 24.2 | 33.1 | -6.8 | 0.2
COc1ccc(C(=O)CC(=O)C(=O)Nc2ccc(C)cc2Cl)cc1 | 20.1 | 15.2 | 1.2 | -1.8 | -2.5 | 9.9 | 11.5 | 11.7 | 3.7
Cn1cc(C(=O)NCc2ccc(F)cc2)cn1 | 3.0 | 7.4 | -0.2 | -1.1 | -5.9 | -22.4 | 2.2 | -5.0 | -0.7
O=C(Nc1cccnc1Cl)c1ccc(=O)oc1 | -18.1 | 16.2 | 1.0 | 1.2 | 0.3 | 4.8 | 4.2 | 3.6 | 1.5
COc1ccc(-c2n[nH]c(=S)n2/N=C/C=C\c2ccccc2OC)cc1 | 29.0 | -13.0 | 0.3 | 1.8 | 3.1 | -2.5 | 6.9 | 8.8 | -2.3
CCn1c(NCc2cc(Br)ccc2NS(=O)(=O)c2ccc(C)cc2)nc2ccccc21 | 16.5 | 23.5 | 0.2 | -1.8 | 13.7 | 14.4 | 11.3 | 3.1 | -0.5

Molecules listed so far that have a COOH group (two):
SMILES | Mdm2 MdmX PPI | tim23-1 inh | UPR CHOP act | UPR XBP1 act | APJ antagonist | TIM10 inh | tim10-1 inh | CXCR6 inh | APJ ag
O=C(O)CC1(CC(=O)Nc2cccc(C(=O)O)c2)CCCC1 | 6.1 | 20.4 | 3.6 | -3.8 | 4.2 | -11.1 | 14.3 | 6.0 | -2.4
CC(C)Cc1nnc(NC(=O)CC(=O)Nc2ccccc2C(=O)O)s1 | 45.9 | -9.8 | -1.4 | -3.6 | 22.5 | -12.8 | -9.8 | -13.5 | -2.5

New compounds follow.
SMILES | Mdm2 MdmX PPI | tim23-1 inh | UPR CHOP act | UPR XBP1 act | APJ antagonist | TIM10 inh | tim10-1 inh | CXCR6 inh | APJ ag
CC(NCc1ccc(S(N)(=O)=O)cc1)C(=O)Nc1ccc([N+](=O)[O-])cc1Cl (stereo not given) | 7.8 | 5.4 | 0.3 | -3.8 | -18.3 | 0.1 | 17.0 | -3.5 | 2.0
COc1ccc(C(=O)N2CC3(C)C4CCC3(C)C2(C#N)C4)cc1OC (stereo not given) | -15.1 | 16.4 | 0.1 | -1.5 | -10.4 | 7.2 | 11.2 | 3.2 | 5.6
CCCCNC(=O)NNC(=O)c1ccc(F)cc1 | -5.5 | -4.2 | -0.6 | -1.0 | 9.0 | 0.5 | -1.8 | 5.2 | -0.7
COCC(C)n1c(C)cc(C(=O)CSc2nc3ccccc3c(=O)[nH]2)c1C (stereo not given) | 18.5 | 7.3 | 7.9 | 3.8 | 17.5 | -45.9 | 17.4 | -10.4 | -3.4
C/C(=N\NC(=O)C1(C)CC1(Br)Br)c1cccc(NC(=O)C(C)(C)C)c1 (stereo not given) | 14.8 | 14.1 | 3.3 | 0.4 | 17.0 | 11.7 | 15.9 | -7.6 | 0.7
COC(=O)C1=C(C)N(C)C(C)=C(C(=O)OC)C1c1ccc(F)c(Br)c1 | 0.7 | 25.3 | -0.9 | -3.2 | 9.6 | -11.3 | 24.9 | 8.6 | -0.6
Cc1ccc(C(=O)NNC(=O)C(NC(=O)c2cccc(C)c2)C(C)C)cc1 (stereo not given) | -11.8 | 2.0 | 1.9 | -1.9 | -10.7 | -3.5 | 1.6 | -4.2 | -2.2
CCOC(=O)c1c(NC(=O)CN2C(=O)NC3(CCC(CC)CC3)C2=O)sc(C)c1-c1ccc(C)cc1 (stereo not given) | 28.7 | 1.1 | -0.2 | 0.8 | -8.3 | 9.3 | 13.7 | -1.3 | -1.8
N=C1C(c2ccccc2)=C(O)CN1c1ccccc1 | 13.2 | 5.1 | -0.7 | 2.5 | 9.3 | 2.4 | 8.0 | -1.1 | -2.3
COc1ccc(N(CC(=O)N2CCN(c3cc(C)ccc3C)CC2)S(=O)(=O)c2c(C)noc2C)cc1 | 24.9 | 9.7 | 1.2 | -1.2 | 8.8 | 28.3 | 21.6 | 7.2 | -2.0
COc1ccc(OC)c(NC(=O)C2CC(/C=C/c3ccccc3)=NO2)c1 (stereo not given) | -16.4 | -9.8 | 0.2 | -3.0 | -0.3 | -12.4 | -13.5 | -3.2 | -4.8
Cc1n[nH]c(=O)c2c(NC(=O)CSc3nnc(C4CC4)n3C)oc(C)c12 | 8.1 | 6.2 | 0.3 | 1.7 | -11.2 | -6.8 | 1.5 | -0.5 | -4.9
Cn1cc(S(=O)(=O)N2CCCC2)cc1C(=O)NCc1ccccc1Cl | -16.2 | -7.5 | 1.1 | -3.3 | -4.1 | -4.6 | -6.9 | 3.4 | -7.4
CCCCc1ccc(NS(=O)(=O)c2cccc(C(=O)N3CCCN(C)CC3)c2)cc1 | 20.1 | 4.6 | 1.2 | 1.9 | 10.1 | 8.4 | 2.3 | 4.2 | -2.4
CC1CCC2(CC1)NC(=O)N(CC(=O)N1CCN(c3ccccc3)CC1)C2=O (stereo not given) | 4.3 | 3.1 | -0.7 | 1.0 | -2.8 | 6.5 | 1.7 | -1.1 | -1.1
Cc1ccc(NC(=O)CCC(=O)c2cccs2)nc1 | 1.5 | -4.3 | 3.1 | 2.0 | 9.5 | -7.4 | -15.9 | -2.6 | 2.4
CCOC(=O)C1=C(c2ccccc2)c2ccccc2N(S(=O)(=O)C(F)(F)F)C1C(=O)OCC (stereo not given) | -4.7 | 40.5 | 1.8 | 2.3 | . | -20.4 | 1.2 | 2.7 | .
COc1ccc2cc(CCNC(=O)C3CC3)c(=O)[nH]c2c1 | -5.4 | -9.2 | -1.7 | -5.1 | 13.5 | -7.7 | -3.7 | -5.5 | -2.7
COC(=O)c1ccc(Oc2nc(NC(C)C)nc(N(C)C)n2)cc1 | 14.3 | 33.4 | 1.9 | 0.6 | 9.2 | 24.1 | 23.1 | 1.1 | -4.1
Cc1ccc(Nc2nc(-c3cccs3)cs2)nc1 | -82.7 | 14.8 | -4.5 | -9.6 | -3.9 | 16.3 | 1.0 | -8.1 | -2.7
O=C(CN1CCCC1)Nc1ccc(F)c(Cl)c1 | 15.8 | 1.6 | -0.2 | -2.3 | -27.1 | -3.2 | -19.4 | -5.0 | -0.8
CC(O)Cn1c(N2CCCC2)nc2c1c(=O)n(C)c(=O)n2C (stereo not given) | -10.8 | 11.2 | 2.1 | -6.1 | 4.0 | 2.5 | -2.2 | -2.4 | 2.3
COc1cccc(-c2cc(C(=O)N3CCCc4ccccc43)no2)c1 | -13.7 | 39.0 | 3.5 | 2.0 | -3.9 | 15.7 | 22.6 | -3.0 | -6.2

Whole records from above. Order of screens: Mdm2 MdmX PPI	tim23-1 inh	UPR CHOP act	UPR XBP1 act	APJ antagonist	TIM10 inh	tim10-1 inh	CXCR6 inh	APJ ag
Cn1cc(S(=O)(=O)N2CCCC2)cc1C(=O)NCc1ccccc1Cl as listed: -16.2	-7.5	1.1	-3.3	-4.1	-4.6	-6.9	3.4	-7.4
CC(O)Cn1c(N2CCCC2)nc2c1c(=O)n(C)c(=O)n2C (stereo not given) as listed: -10.8	11.2	2.1	-6.1	4.0	2.5	-2.2	-2.4	2.3
